Source: PubChem BioAssay (National Center for Advancing Translational Sciences (NCATS))
AmpC inh det – Promiscuous and Specific Inhibitors of AmpC Beta-Lactamase (assay with detergent); P00811; 71,000 tested, 0.09% active; AID 584, 2007; Potency, µM (series often up to 28.7 µM), for inactives: top-dose activity change, negative = inhibition; purified AmpC, nitrocefin hydrolysis with detergent; active means well fitted curve in the direction sought with a large enough effect
Target sequence (P00811 whole entry, looked up): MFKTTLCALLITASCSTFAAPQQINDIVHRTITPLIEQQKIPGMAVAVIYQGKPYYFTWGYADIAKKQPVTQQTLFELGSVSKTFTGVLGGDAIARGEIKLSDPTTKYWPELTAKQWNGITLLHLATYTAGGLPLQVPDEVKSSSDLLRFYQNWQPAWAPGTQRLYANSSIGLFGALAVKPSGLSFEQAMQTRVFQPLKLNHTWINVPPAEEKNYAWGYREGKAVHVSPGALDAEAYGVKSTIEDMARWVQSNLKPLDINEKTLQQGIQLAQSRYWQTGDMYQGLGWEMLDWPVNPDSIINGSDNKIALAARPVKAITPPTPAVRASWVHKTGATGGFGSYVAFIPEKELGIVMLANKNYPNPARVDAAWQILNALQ
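E. coli AmpC (5.3 nM) in 20 mM phosphate pH 7.0 with 0.01% Triton X-100, preincubated 15 min RT with compound; nitrocefin (2 uL of 800 uM stock) hydrolysis followed by 480 nm absorbance every 20 s over 4 min.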
Numbers without * were called inactive; & = joins results of further samples; [ ] = remark or other dose. On the % scale 0 is the no-effect control and ±100 the full control effect; potency means the concentration at half of the fitted maximal effect. Some of the compounds tested; rates above refer to the full screens.

molecule	AmpC inh det
C=CCn1c(C(C)NC(=O)COC)nc2ccccc21 (centres undefined)	-4.4%
O=c1cnc2cnc(N3CCOCC3)nc2n1Cc1ccc(F)cc1	-1.4%
CCOC(=O)c1c(-c2ccccc2)oc2ccc(OC(=O)N(C)C)cc12	-6.9%
CS[C@@H](CC(=O)O)C(=O)O	-3.3%[5.75 µM]
CCC(Sc1nc(C)cc(=O)[nH]1)C(=O)Nc1nc2c(s1)CCCC2 (centres undefined)	10.1%
Cc1ccc(-c2noc(C3CCN(C(=O)Nc4ccc(C#N)cc4)CC3)n2)o1	-5.4%
CCOC(=O)Nc1c(O)ccc2oc(C)c(-c3ccccc3)c12	6.4%
CNC[C@H](O)c1ccc(O)cc1	-2.2%[12.8 µM]
C(=N\n1cncn1)/c1ccc(N2CCOCC2)cc1	1.0%
COc1ccc(S(=O)(=O)NCCSc2ccccc2)cc1OC	-4.8%
NC(=O)c1ncn([C@@H]2O[C@@H](CO)[C@@H](O)[C@H]2O)c1O	-1.2%
CCOC(=O)C1C(=O)NC23CCCC2C1c1ccccc1O3 (centres undefined)	-1.1%
NC(=O)c1ccccc1OCC(=O)NS(=O)(=O)c1ccccc1	-5.6%
CN(CP(=O)(O)CCc1ccccc1)S(C)(=O)=O	9.1%
CCCCC(C(=O)NCCC(C)C)N(CCCN1CCOCC1)C(=O)c1snc(C(N)=O)c1N (centres undefined)	3.9%
Brc1cccc(-c2nnc3sc(CN4CCCCC4)cn23)c1	-4.6%
O=C(CSc1ccccc1C(=O)O)NCc1ccco1	11.9%
Cc1cc(C)n2nc(C(=O)Oc3ccc4c(c3)OCO4)nc2n1	-0.4%
c1ccc2c(c1)CCN(c1nc3cc4c(cc3s1)OCO4)C2	-2.6%
CC(C)CCNC(=O)CN(Cc1ccc2c(c1)OCO2)C(=O)Cn1nnc(-c2cccs2)n1	-1.7%
CN1CCN(c2ccc(NC(=O)c3cccc(OCc4ccccc4)c3)cc2)CC1	-6.8%
CCOC(=O)C(C)(C)Sc1ncnc2nc[nH]c12	0.2%
CC(C)(Sc1cc(C(C)(C)C)c(O)c(C(C)(C)C)c1)Sc1cc(C(C)(C)C)c(O)c(C(C)(C)C)c1	-4.5%[12.8 µM]
C(=N\n1cnnc1)/c1ccccc1OCCOc1ccccc1	-4.3%
CC(=O)c1ccc(NC(=O)CSc2nnc(Cc3cccn3C)n2-c2ccc(F)cc2)cc1	10.6%
Cc1ccc(-c2[nH]nc3c2C(c2ccccc2OC(=O)N2CCOCC2)C(C#N)=C(N)O3)cc1 (centres undefined)	-2.5%
Nc1nnnn1CCO	-4.3%[5.75 µM]
CCOc1cc(N2C(=O)CC3CS(=O)(=O)CC32)c(OCC)cc1NC(=O)c1ccccc1 (centres undefined)	-2.0%
CN(C)Cc1ccccc1-c1nccc(Nc2ccc(F)cc2)n1	10.1%
COc1ccc([C@@H]2CC(=O)c3c(O)cc(O[C@H]4O[C@@H](CO[C@H]5O[C@@H](C)[C@@H](O)[C@@H](O)[C@@H]5O)[C@@H](O)[C@@H](O)[C@@H]4O)cc3O2)cc1O	-3.1%[12.8 µM]
CS(=O)(=O)Nc1ccccc1Oc1ccccc1	-2.5%
CCOc1cc(C2C3=C(CCCC3=O)N(C)C3=C2C(=O)CCC3)cc(Cl)c1O	15.3%

Rewritten as labelled records: part of the list above.
Cc1ccc(-c2[nH]nc3c2C(c2ccccc2OC(=O)N2CCOCC2)C(C#N)=C(N)O3)cc1 (centres undefined)
  AmpC inh det = -2.5%

Nc1nnnn1CCO
  AmpC inh det = -4.3%[5.75 µM]

CCOc1cc(N2C(=O)CC3CS(=O)(=O)CC32)c(OCC)cc1NC(=O)c1ccccc1 (centres undefined)
  AmpC inh det = -2.0%

Continuation:
molecule	AmpC inh det
Cc1c(C(=O)Nc2ccc(-n3cnnn3)cc2)oc2ccccc12	6.8%
COc1ccc(CCn2nnnc2C(c2ccc(C)cc2)N2CCN(C)CC2)cc1OC (centres undefined)	10.1%
COc1ccc(-n2c(Cn3c(=O)sc4ccccc43)nnc2SCC(N)=O)cc1	-0.7%
CCOc1ccccc1-n1c(SCC(N)=O)nnc1-c1ccco1	-2.4%
CN=C=S	9.0%
O=C(CSc1nc(C2CCCCC2)n(-c2ccccc2)n1)NCCN1C(=O)CSC1=O	-1.5%
CCOC(=O)C1CCCN(c2ncnc3c2cnn3-c2cccc(C)c2)C1 (centres undefined)	-4.0%
O=C(O)c1oc2ccccc2c1CN1CCN(c2ccccc2)CC1	-2.1%
CCCCN1C(=O)NC(=O)C2(Cc3c(nc4ccccn4c3=O)N3CCc4ccccc4C32)C1=O (centres undefined)	-5.4%
CNC(=O)c1ccccc1NC(=O)c1c(O)c2c([nH]c1=O)CCCC2	-1.1%
CCN(Cc1ccncc1)C(=O)c1cccs1	-2.3%
C/C(Cl)=C\Cn1c(N2CCCC2)nc2c1c(=O)[nH]c(=O)n2C	2.0%
CC(C)N(Cc1nc(-c2ccccc2)no1)C(=O)c1ccc(Cl)cc1	9.1%
Cc1cc(C)nc(SCc2csc(N)n2)n1	-0.6%
COc1cccc2c1nc(C)c1cc(C)oc12	6.0%
O=C(O)c1ccccc1C(=O)N1CCN(c2ccccc2)CC1	4.0%
Cc1ccc(S(=O)(=O)Cn2nnnc2C(C)N2CCN(C(=O)c3ccco3)CC2)cc1 (centres undefined)	-1.4%
CC(=O)Oc1c(C)cc(O)c2ccccc12	0.1%
Cc1ccc(Cn2nnc3c(=O)[nH]c(C4CCN(C(=O)Cc5cccs5)CC4)nc32)cc1	-3.9%
Cc1ccccc1CSc1nc2n(n1)C(c1cccs1)C1=C(CCCC1=O)N2 (centres undefined)	-7.4%
COc1cc(C2/C(=C(/O)c3ccc(F)cc3)C(=O)C(=O)N2CCCC(=O)O)ccc1O (centres undefined)	-4.4%
CCC(=O)Nc1cccc(-c2nc3ccccc3o2)c1	0.6%
O=C(COC(=O)COc1ccccc1)Nc1ccccc1OC(F)F	-4.7%
Cc1cc(C)nc(SC2CCCCC2O)n1 (centres undefined)	-3.7%
COc1ccc(CCNC(=O)Cn2cnc3c(cnn3-c3ccccc3Cl)c2=O)cc1OC	2.6%
CCCc1nnc(NC(=O)C2CCCO2)s1 (centres undefined)	13.8%
COc1ccc(OCc2nnc(SC(C)C(=O)Nc3nccs3)n2-c2ccccc2)cc1 (centres undefined)	-4.1%
Cc1ccc(Nc2nc(N)nc(CSc3nccn3C)n2)cc1	-7.9%
Clc1c(CSc2nc3ccccc3o2)nc2sccn12	1.3%
CC(=O)Nc1sc2c(c1C#N)CCCCC2	-1.8%
CC1CN(c2nc3c(c(=O)n(C)c(=O)n3C)n2Cc2c(F)cccc2Cl)CC(C)O1 (centres undefined)	-6.7%
COc1ccccc1-c1nc(NC(C)=O)n[nH]1	13.2%
Cc1ccc(C(=O)NC2CCCCCC2)o1	1.5%
CCc1ccc(NC(=O)N(CCCN2CCOCC2)C(C)c2cc3cccc(OC)c3o2)cc1 (centres undefined)	-4.9%
O=C(CSc1nnc(-c2ccco2)o1)NC(=O)Cc1ccccc1	-2.8%
Cc1nc(NCC2CCCO2)nc2c1C(=O)CC(C)(C)C2 (centres undefined)	-0.8%
CS(=O)(=O)N(CC(=O)O)c1ccc(Oc2ccccc2)cc1	-2.0%
CCN(CC(=O)Nc1ccc2c(c1)CCC2)Cc1nc2ccccc2c(=O)[nH]1	-0.8%
O=[N+]([O-])c1cccc(Cl)c1Cl	11.0%
c1ccc2oc(SCc3nc4ccccc4s3)nc2c1	0.4%
O=C(Cn1cnc2c(nnn2-c2cccc(Cl)c2)c1=O)N1CCOCC1	11.8%
Cc1nc2ccc(S(=O)(=O)N(C)CC(=O)N3CCc4ccccc43)cc2s1	17.0%
CCCCCC(=O)Nc1ccc(N2CCN(C(=O)c3ccccc3)CC2)cc1	-4.3%
CCOC(=O)N1CCC(NC(=O)CS(=O)Cc2nc(-c3ccc(OC)c(OC)c3)oc2C)CC1 (centres undefined)	-3.7%
O=C(NCc1ccco1)c1cnn2c(C(F)F)cc(-c3ccccc3)nc12	-3.8%
CCOC(=O)C1(c2ccccc2)NC(c2ccc(N(C)C)cc2)C2C(=O)N(C)C(=O)C21 (centres undefined)	11.7%
COC(=O)C(C(=O)Nc1cc(C)on1)C1CCCCCC1 (centres undefined)	-3.0%
Cc1nc2cnc(OCc3ccccc3)nc2n(C)c1=O	0.6%
O=C1N/C(=N/c2ccccn2)SC1Cc1ccccc1 (centres undefined)	6.0%
CN(C)CCN1C(=O)c2oc3ccccc3c(=O)c2C1c1ccc(F)cc1 (centres undefined)	-2.1%
COc1ccccc1CNc1ncnc2c1nnn2Cc1ccccc1	-3.0%
Cc1cc(C)n(C(=O)c2ccc(C)c(S(=O)(=O)N3CCCC3)c2)n1	-2.6%
COC(=O)CSc1nnc(CCc2nc3ccccc3[nH]2)n1C	9.9%
COc1ccccc1CNc1ncncc1-c1cccnc1	8.4%
CC(=O)N1CCC(N(CCCOC(C)C)C(=O)Nc2ccc(Cl)cc2)CC1	5.5%
O=C(COC(=O)c1ccc2c(c1)OCCO2)NCc1ccccc1	-11.6%

The list goes on:
molecule	AmpC inh det
CC(=O)Nc1ccc(-c2cc(NC(C)=O)n(-c3ccccc3)n2)cc1	10.5%
Cc1sc2nc(CSc3nnc(Cc4cccs4)n3C3CCCCC3)[nH]c(=O)c2c1C	-3.6%
C=CCn1c(SCC(=O)N2CCOCC2)nc(O)c(Cc2ccccc2)c1=O	7.7%
COc1ncc2nc(-c3ccc(Cl)cc3)c(=O)n(CCC#N)c2n1	-0.7%
COc1ccc(C(=O)NCCc2ccc(S(N)(=O)=O)cc2)cc1OC	-0.7%
C[C@@H](Nc1nc(-c2ccccc2)nc2c1oc1ccccc12)C(=O)O	-4.4%
CCCc1cc(-c2[nH]ncc2-c2ccc(C(=O)OCC)o2)c(O)cc1O	-8.2%
CCOC(=O)c1[nH]c(C)c(C(=O)Nc2ccc(C)c(Cl)c2)c1C	1.8%
Cc1noc(C)c1C(=O)NCCC1=CCCCC1	-2.3%
CC1CN(c2c3c(nc4ncnn24)CCCC3)CC(C)O1 (centres undefined)	0.8%
CCOC(=O)c1c(NC(=O)CSc2nnnn2CC)sc(C)c1C	-1.4%
Cc1ccc2c(c1)N(CCC(=O)NCc1ccc3c(c1)OCO3)C(=O)CO2	-2.8%
COCCn1c(=O)c(C)nc2cnc(Oc3ccc(OC)cc3)nc21	1.8%
COc1ccc2[nH]c(=O)c(CN(C)C(=O)COc3ccccc3)cc2c1	-2.1%
CCOc1ccc2[nH]c(C)c(CN3CCN(CC)CC3)c(=O)c2c1	5.6%
CCOCCCNc1ncc2c(n1)CC(c1ccc(C)cc1)CC2=O (centres undefined)	-0.7%
Nc1nc2n(n1)C(c1ccco1)CC(c1ccccc1)N2 (centres undefined)	-1.7%
CN1CCCC[C@@H]1CCN1c2ccccc2Sc2ccc(S(C)=O)cc21 (some centres undefined)	-1.6%[5.75 µM]
CN1CCCC2(CCN(S(=O)(=O)c3ccccc3)CC2)C1	0.1%
CC[C@]1([C@H]2O[C@@H]([C@@H]3O[C@](O)(CO)[C@@H](C)C[C@H]3C)C[C@H]2C)CC[C@@H]([C@]2(C)CC[C@@]3(C[C@@H](O)[C@@H](C)[C@@H]([C@H](C)[C@H](OC)[C@H](C)C(=O)O)O3)O2)O1	-2.7%[12.8 µM]
CC1CCCCC1N1CCN(C(=O)c2cccc(F)c2)CC1 (centres undefined)	2.9%
COc1ccc(-c2cc(C(=O)NCCN3CCOCC3)c3ccccc3n2)c(OC)c1	13.3%
Cc1cc(=O)[nH]c(SCC(=O)Nc2nc3c(s2)CCCC3)n1	11.4%
O=S(=O)(Nc1ccc2nc(C(F)(F)F)[nH]c2c1)c1ccccc1	-0.5%
O=C=NC1CCCCC1	13.6%&7.5%
Cn1c(NC(=O)c2ccco2)c(-c2ccccc2Cl)c(=O)c2ccccc21	-3.7%
COC(=O)COC(=O)CC(CC(N)=O)c1ccccc1 (centres undefined)	8.7%
CCOC(=O)/C(C#N)=C1/C=CN(Cc2ccccc2)C=N1	-6.1%
O=C(Nc1cccc(Cl)c1N1CCCC1)c1cc2ccccc2o1	0.0%
O=C(Cn1cnc2c(nnn2-c2ccccc2)c1=O)N1CCCc2ccccc21	10.4%
COc1ccc(-c2nc(C#N)c(NCc3ccc(C)cc3)o2)cc1OC	-4.3%
COCCCNC(=O)C1CCN(c2ncccn2)CC1	-0.5%
Clc1ccc2nc3ccccn3c2c1	-4.6%
COC(=O)c1cccc(COC(=O)c2ccccc2NC(=O)c2ccco2)c1	12.9%
CCOc1ccccc1NC(=O)c1cc(CC(C)C)oc1C	16.1%
CC(=O)NCCNc1nc(-c2ccccc2C(F)(F)F)nc2ccccc12	11.0%
Cc1cccc(-c2nnc3sc(-c4ccccc4C)nn23)c1	-3.4%
O=c1ccc2cc(S(=O)(=O)N3CCN(c4ccccc4)CC3)ccc2o1	18.0%
Cc1nnc(NC(=O)c2sc3ccccc3c2Cl)s1	0.0%
COC(=O)Nc1c(C)n(C)n(-c2ccccc2)c1=O	-1.6%
COc1cc(-c2noc(C3CCCN(S(=O)(=O)c4cccc(Cl)c4)C3)n2)cc(OC)c1OC (centres undefined)	-3.7%
CCCCC(=O)NCc1ccc2c(c1)cc(C)n2C	-2.6%
